S3 lipid droplet: qHTS Assay for Lipid Storage Modulators in Drosophila S3 Cells; Potency in µM for hits, for the others lipid storage change, negative = inhibition, % at the top dose, mostly 46.1 µM; Drosophila S3 cells, BODIPY lipid droplet fluorescence, 18-24 h; cells fed with added oleic acid; 320,000 compounds, 0.64% hits; AID 2685; active = well fitted inhibition curve with a large enough effect in the signal ratio, with a control signal flat, not every such curve was filed as active; inconclusive = small, poorly fitted or top-dose-only effect, or effect the other way, or a change in a side signal; the % refers to the signal ratio
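Laser-scanning cytometry quantifies lipid droplet accumulation (500–530 nm total intensity; droplet/cell object ratio) in oleic acid-fed (400 uM added) Drosophila S3 cells treated with a concentration series. 20 uM Triacsin C defined 100% inhibition.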
S3 lipid droplet cell count max: also measured in S3 lipid droplet; calls as there; cell number change, %; measured here: cell count max response;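 cells counted by Cell Tracker Red CMTPX staining in the red channel; peak over a dose series mostly up to 46.1 µM; percent activity relative to internal control wells on each plate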
An asterisk follows results filed as active; i = inactive; ? = inconclusive; nt = no result given. % is scaled to controls: 0 for no effect and ±100 for the full control effect; potency is read from the fitted curve at half-maximal effect.

mol,S3 lipid droplet,S3 lipid droplet cell count max
NC(=O)NC(c1ccc(Cl)cc1)c1ccccc1Cl (configuration not stated),?,nt
COc1ccc(/C=N/NC(=O)c2ccncc2)c(OC)c1,25%,-8
COc1ccc(N2C(=O)CC(Nc3cccc([N+](=O)[O-])c3)C2=O)cc1 (configuration not stated),12%,-2
CCc1ccc(C(O)(CNCc2ccccc2)c2ccccc2)cc1 (configuration not stated),?,nt
COc1ccc(-c2csc(NC(=O)CCN3C(=O)C4CC=CCC4C3=O)n2)cc1OC (configuration not stated),?,nt
Cc1ccc(NC(=O)CC2Nc3ccccc3NC2=O)cc1Cl (configuration not stated),-12%,-2
O=C(NCc1ccccc1)NC(=O)c1ccncc1,9%,-11
O=C(CN1C2CCC1CC(NC(=O)NC1CCCCC1)C2)NC1CC1 (configuration not stated),?,nt
Cc1cccc(-n2nc([N+](=O)[O-])c(=NCc3cccnc3)n2O)c1,18%,2
CC1(C)Cc2c(sc(NC(=O)C(=O)NCCCN3CCOCC3)c2C#N)CO1,?,nt
C[n+]1ccc(C(=O)NCc2ccccc2)cc1,?,nt
CSc1cccc(CN2CCN(CCc3ccccc3)C(CCO)C2)c1 (configuration not stated),13%,10
Cc1cccc2cc(C#N)c(N3CCC(O)CC3)nc12,?,nt
O=C(O)[C@H](Cc1c[nH]c2ccccc12)Nc1ncccc1[N+](=O)[O-],?,nt
CCCc1cc(C(=O)Nc2ccc(F)cc2F)no1,16%,nt
Cc1cccc(CSCCNC(=O)COc2ccc(Cl)cc2)c1,?,nt
COCCn1c(NCc2ccccc2)nc2c1c(=O)[nH]c(=O)n2C,?,nt
CCOc1ccc(NC(=O)c2ccc(F)c(S(=O)(=O)N3CCN(c4ccccn4)CC3)c2)cc1,?,nt
Cc1ccc(-c2csc(NC(=O)c3cccc(S(=O)(=O)N4CCN(C)CC4)c3)n2)cc1,12%,13
O=C(COc1coc(CN2CCc3ccccc3C2)cc1=O)Nc1ccccc1F,?,nt

Continuation.
mol,S3 lipid droplet,S3 lipid droplet cell count max
CCCn1c(SCC(=O)NCc2ccc(F)cc2)n[nH]c1=O,?,nt
CCCCn1c(N)c(N(C(=O)CSc2nnc(C)n2-c2ccccc2)C2CCCC2)c(=O)[nH]c1=O,?,nt
CCNC(=O)Nn1c(-c2ccccc2)nc2ccccc2c1=O,?,nt
Cc1cccn2c(=O)c3cc(S(=O)(=O)c4ccc(Br)cc4)c(=N)n(C4CCCCC4)c3nc12,?,nt
O=C(COC(=O)c1ccc(Cl)c(S(=O)(=O)N2CCOCC2)c1)Nc1ccc2[nH]c(=O)[nH]c2c1,?,nt
COc1ccc(CNC(=O)CSc2nn3c(=O)c(C(C)(C)C)nnc3s2)cc1OC,-15%,10
CCN(CC(=O)Nc1c(F)cccc1F)C(=O)CSCC(=O)Nc1ccc(OC)cc1,?,nt
COc1ccc(-n2cnnc2SCC(=O)c2cc(C)n(Cc3cccs3)c2C)cc1,?,nt
Cc1ccc(CS(=O)Cc2ccc(C(=O)NC3CCCCC3)o2)cc1 (configuration not stated),-2%,14
CNC(=O)NC1CCCCc2sccc21 (configuration not stated),5%,-17
CCOC(=O)CCC(=O)N1CCOCCOCCN(C(=O)CCC(=O)OCC)CCOCC1,?,nt
CC1=CC=CC2=NC(=O)CC(C)(C(=O)N(CC(=O)NC3CCCC3)c3ccccc3C)N12 (configuration not stated),?,nt
Cc1c(C(=O)OC(C)C)sc(N)c1C(=O)OC(C)C,?,nt
COc1cccc(N(C(=O)CNC(=O)c2ccco2)C(C(=O)NC2CCCC2)c2ccco2)c1 (configuration not stated),?,nt
COc1ccc(CCN2CCCC(CN(C)C(=O)c3ccoc3)C2)cc1 (configuration not stated),i,0
O=C1Nc2ccccc2C12NCCc1c2[nH]c2ccccc12 (configuration not stated),i,3
COc1ccc(N2CCN(C(=O)CCc3nc(-c4ccc(C)cc4)no3)CC2)cc1,?,nt
CC/C(=N\NC(=O)c1c(C)nc2ccccn12)c1ccccc1,?,nt
COC(=O)c1cc(NC(=O)c2cc(-c3ccc(C(F)(F)F)cc3)oc2C(F)(F)F)ccc1N1CCOCC1,-5%,5
Cc1ccc(CNC(=O)[C@H]2C[C@@H]2[C@H](NP(=O)(c2ccccc2)c2ccccc2)c2ccccc2)o1,-8%,2

A different layout for part of the listing above:
COc1ccc(CNC(=O)CSc2nn3c(=O)c(C(C)(C)C)nnc3s2)cc1OC
- S3 lipid droplet: -15%
- S3 lipid droplet cell count max: 10

COc1ccc(N2C(=O)CC(Nc3cccc([N+](=O)[O-])c3)C2=O)cc1 (configuration not stated)
- S3 lipid droplet: 12%
- S3 lipid droplet cell count max: -2

O=C(O)[C@H](Cc1c[nH]c2ccccc12)Nc1ncccc1[N+](=O)[O-]
- S3 lipid droplet: ?
- S3 lipid droplet cell count max: nt

CCOc1ccc(NC(=O)c2ccc(F)c(S(=O)(=O)N3CCN(c4ccccn4)CC3)c2)cc1
- S3 lipid droplet: ?
- S3 lipid droplet cell count max: nt

New compounds follow
mol,S3 lipid droplet,S3 lipid droplet cell count max
CCOC(=O)c1nc(NNC(=O)c2ccc([N+](=O)[O-])cc2)sc1C,?,nt
C=CCOC(=O)c1ccc(N2CCN(c3ccccc3)CC2)nc1,?,nt
c1ccc(NCc2nc3ccccc3n2CCOc2ccccc2)cc1,-11%,-16
CCc1ccc(C2CC(=O)N3CN(c4ccccc4)CSC3=C2C#N)cc1 (configuration not stated),?,nt
Nc1c2c(nc3cccc(Cl)c13)N(c1ccccc1)CC2,?,nt
CCOC(=O)c1nn(-c2ccccc2F)c2nc(-c3ccco3)c(C#N)c(=O)n12,?,nt
CCC(CC)NC(=O)Cc1ccccc1[N+](=O)[O-],?,nt
CCCCCCN=C(C)c1ccccc1O,-9%,11
O=C(CCC1CCCN(C(=O)c2cncs2)C1)NCc1ccc(F)c(F)c1 (configuration not stated),5%,-1
COc1ccc(-n2c(Cc3cccn3C)nnc2SCC(=O)NCc2ccc(F)cc2)cc1,-11%,-14
Cc1ccc(NC(=O)c2ccccc2)cc1OC(=O)c1ccccc1,-4%,-15
CCN(CC)c1ccc(N2C(=O)/C(=C/c3cccnc3)SC2=S)cc1,-5%,-14
Cc1ccc2nc3c(c(N)c2c1)CCN3c1ccccc1,?,nt
Cc1ccc(C(=O)N/C(=C\c2ccc(Cl)cc2)C(=O)NCCN2CCOCC2)cc1,?,nt
O=C(CSCCO)Nc1ccc(C2CCCCC2)cc1,-1%,-25
Cc1ccc(NC(=O)CNCc2ccccc2)cc1Br,?,nt
CC1Oc2ccccc2N(CC(=O)NCC2CCCO2)C1=O (configuration not stated),?,nt
Cc1ccc(N2C(=O)CC(NNC(=O)Cc3ccc(F)cc3)C2=O)cc1Cl (configuration not stated),-2%,-9
CCOc1ccc(CCNC(=O)CN2C(=O)c3cccnc3Oc3ccc(Cl)cc32)cc1,?,nt
Cc1ccc(-n2c(-c3nn(C)cc3Cl)n[nH]c2=S)cc1,?,nt

Next part
mol,S3 lipid droplet,S3 lipid droplet cell count max
CCOC(=O)C(C)CC(C)C(=O)N1CCOCCOCCN(C(=O)C(C)CC(C)C(=O)OCC)CCOCC1 (configuration not stated),?,nt
COc1cccc(OC)c1CNC(=O)C1CCC(=O)N(CC2CCCCC2)C1 (configuration not stated),-15%,-3
NC(=O)CC(NC(=O)Cc1cccc2ccccc12)c1ccc(N2CCC(Br)CC2)c([N+](=O)[O-])c1 (configuration not stated),19%,6
O=C(O)CC(C(=O)Nc1cccc(C(F)(F)F)c1)C1CCCO1 (configuration not stated),?,nt
CC(=O)c1ccc(NC(=O)COC(=O)C2C3CC4OC(=O)C2C4C3)cc1 (configuration not stated),?,nt
CCN(CC)S(=O)(=O)c1ccc(/C=C/C(=O)OCC(=O)NCc2ccc3c(c2)OCO3)cc1,?,nt
Cc1ccnc(NC(=O)CCNC(=O)c2ccccc2Cl)c1,6%,-10
Cc1cc(C)nc(Sc2ccc(/C=C(\C#N)C(N)=O)o2)n1,?,nt
COC(=O)c1sccc1NC(=O)Nc1ccc(F)cc1F,?,nt
Cn1c(C(=O)NC2CCCCC2)cc2c(=O)n(C)c3ccccc3c21,?,nt
Cn1ncc(Cl)c1C(=O)Nc1ccc(Cl)cn1,6%,-1
CC(C)(C)[C@H]1C=C(C(=O)NCc2nc3ccccc3[nH]2)O[C@@H](OCc2ccc(CO)cc2)C1,6%,-8
O=S(=O)(c1ccc(Cl)s1)N1CCC2(CC1)OCCO2,?,nt
COCC1CCCCN1C(=O)c1ccc(OC)c(OC2CCN(C(C)C)CC2)c1 (configuration not stated),?,nt
CC(=O)c1cccc(NC(=O)CN2C(=O)NC3(CCCCCCC3)C2=O)c1,?,nt
Cc1nc(SCC(=O)c2cc3ccccc3oc2=O)c(C#N)c(-c2cccs2)c1C(=O)Nc1ccccc1,2%,19
COc1ccccc1CNC(=O)c1cccs1,15%,-14
CC(=O)N1CCN(C(=O)c2cccc(S(=O)(=O)N3CCN(c4ccccc4)CC3)c2)CC1,?,nt
CCOc1ccccc1NC(=O)c1cccc2c1C(=O)N(C1CCCCC1)C2,-9%,nt
NC(=O)c1ccc(NC(=O)COC(=O)c2ccc(Br)o2)cc1,?,nt

The list continues:
mol,S3 lipid droplet,S3 lipid droplet cell count max
CC(C)N(C(=NCc1ccccc1)NC(=O)c1ccccc1)C(C)C,?,nt
C[C@@]12CCC3[C@@](CCC4[C@@]3(C)CCC[C@@]4(C)C(=O)NCc3ccccc3)(CC1=O)C2 (some centres not stated),?,nt
FC(F)(F)c1nnc2ccc(NCn3nnc4ccccc43)nn12,?,nt
c1ccc(CSc2ncn[nH]2)nc1,i,-7
CC(O)[C@H]1CNC(=O)C(=O)N1CCc1cccc(F)c1 (some centres not stated),14%,2
Cn1c(Cc2ccccc2)nnc1SCC(=O)Nc1ccc2c(c1)OCO2,i,nt
CC1=CC(=O)C(C(C)C)=CC1=NC(=O)c1ccc(C)cc1,i,5
O=C(CN1C(=O)NC2(CCc3ccccc32)C1=O)c1ccc(Cl)cc1 (configuration not stated),?,nt
O=C(Oc1ccc(-c2nccc(-c3ccccn3)n2)cc1)c1cccc(C(F)(F)F)c1,-9%,-15
CC(C)N(CC(N)=O)C(=O)c1sc2cc(F)ccc2c1Cl,?,nt
Cc1[nH]n(-c2ccc(Cl)cc2)c(=O)c1/C=N/c1nnc(-c2ccccc2)s1,?,nt
COC(=O)c1ccc(NC(=O)CSc2nccn2CCc2ccccc2)cc1,?,nt
COc1cccc(Nc2nnc(SCn3nnc4ccccc4c3=O)s2)c1,?,nt
Cn1c(=O)c2c(nc3sccn32)n(C)c1=O,-17%,-3
COC(=O)NC(=S)N1CCOCC1,-22%,-15
O=C(Cc1ccc(S(=O)(=O)N2CCCC2)s1)N1CCOCC1,6%,4
Cc1cccc(OCC(=O)Nc2cc(C)ccc2O)c1,i,-12
Cn1c(C(=O)Nc2ccccc2)cc2sccc21,-10%,-18
CCOC(=O)N1CCC(N2C(=O)c3ccccc3C2Nc2ccc(C)cc2)CC1 (configuration not stated),?,nt
COc1cc(Cl)cc(C2NC(=O)NC(C)=C2C(C)=O)c1OCC(=O)O (configuration not stated),3%,4

In the list so far, these contain a tert-butyl group.
mol,S3 lipid droplet,S3 lipid droplet cell count max
COc1ccc(CNC(=O)CSc2nn3c(=O)c(C(C)(C)C)nnc3s2)cc1OC,-15%,10
CC(C)(C)[C@H]1C=C(C(=O)NCc2nc3ccccc3[nH]2)O[C@@H](OCc2ccc(CO)cc2)C1,6%,-8

Additional compounds:
mol,S3 lipid droplet,S3 lipid droplet cell count max
Cc1ccc(Cl)cc1NC(=S)N(CCCN1CCOCC1)Cc1ccco1,?,nt
CCCc1cc(=O)c2c(O)cccc2o1,0%,-4
Cc1cccc(Oc2ncc(-c3ccc(Cl)cc3)cn2)c1C,-12%,-14
COC(=O)CNc1cc(S(=O)(=O)N2CCCCC2)ccc1Oc1cccc(C)c1,i,-2
CC(C)NC(=O)c1ccc2c(c1)N(CC(=O)N1CCCC1)C(=O)C(C)(C)O2,i,nt
Cc1cc(C)nc(NC2=NCCN2C(=S)Nc2ccc(C)c(C)c2)n1,8%,-3
Cc1ccc(C(=O)N/C(=C\c2cccc([N+](=O)[O-])c2)C(=O)Nc2cccc(C(=O)O)c2)cc1,?,nt
Cc1ccc(NC(=O)CNC(=O)c2ccco2)c(Cl)c1,6%,-4
COc1ccc(Cl)cc1S(=O)(=O)N1CCCC(C(=O)NCc2ccncc2)C1 (configuration not stated),?,nt
O=C(O)c1ccc(NC(=S)NC(=O)c2cccc(COc3ccccc3)c2)cc1,-11%,6
CNC(=O)c1c(NC(=O)CS(=O)(=O)c2ccc(Cl)cc2)sc(C)c1C,2%,nt
CS(=O)(=O)N(Cc1ccccc1)c1ccc(C(=O)N2CCOCC2)cc1,-12%,5
CCCCN(CC)C(=O)c1ccc2c(c1)OCO2,?,nt
Cn1c(=NCC(O)COc2ccccc2)sc2ccccc21 (configuration not stated),?,nt
CC1(C)Cc2c(cnn2-c2ccccc2)C(=O)/C1=N\NC(=O)c1ccccc1,i,nt

An excerpt; the hit share may differ from the screen's.
